Assay outcomes from PubChem.
Apoferritin bind: binds horse apoferritin like a general anesthetic; P02791; apoferritin/1-aminoanthracene competitive binding, fluorescence; Potency, µM (top dose mostly 77.5 µM), inactives show at the highest dose activity change, negative = displacement, usual class: inhibitors; 350,000 tested, 0.074% active; AID 485281; further: on the % scale 0 is the no-effect control and ±100 the full control effect; nearly all actives have a fitted effect of over 20% in size
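Concentration-response curves derived by four-parameter Hill fitting of normalized fluorescence, where compounds displaced 1-AMA from 10 uM horse apoferritin following a brief 10 min room-temperature incubation; propofol titration acted as positive control.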
APE1 inh: blocks human APE1 abasic DNA cleavage. P27695. recombinant APE1, TAMRA/BHQ-2 abasic DNA cleavage fluorescence. Potency, µM (doses to about 65.8 µM), without a hit: at the highest dose activity change, negative = inhibition, usual class: inhibitors. 350,000 tested, 0.35% active. AID 2517;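 further: plate controls were vehicle for no effect and reference inhibitor for full effect; nearly all actives have a fitted effect of over 55% in size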
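APE1 at 0.75 nM preincubated 15 min at room temperature with compound. Reaction then started with 50 nM double-stranded THF-abasic substrate labelled with TAMRA/BHQ-2, and 525/598 nm fluorescence read kinetically. Activity taken as third-minus-first read difference, normalized to DMSO and NSC13755 controls.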
POLI inh: DNA polymerase iota (human) inhibition; Potency, µM (series often up to 115 µM), for the others: top-dose activity, negative = inhibition, hits mostly inhibitors; 390,000 tested, 1% active; Pol iota fluorescent replication assay, 10 min
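Fluorescent replication assay read twice, at 0 min and 10 min after adding 50 nM (final) substrate. Enzyme (10 nM) and compounds were first incubated 15 min at room temperature; enzyme-free buffer wells were negative controls.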
Pol beta inh: DNA polymerase beta (human) inhibition. P06746. Pol beta primer extension/strand displacement, fluorescence kinetic. Potency, µM (series often up to 114 µM), without a hit: top-dose activity change, negative = inhibition, actives largely listed as inhibitors. 340,000 tested, 1.3% active; further: on the % scale 0 is the no-effect control and ±100 the full control effect
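Human Pol beta at 10 nM; strand-displacement substrate 50 nM final. Compound exposure 15 min at room temperature before start, reaction 10 min at room temperature.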
G9a block: blocks human histone lysine methyltransferase G9a; AID 504332; Potency, µM (series often up to 102 µM), inactives show top-dose activity, negative = inhibition, usual class: inhibitors; 350,000 tested, 8.8% active; Q96KQ7; G9a H3K9 monomethylation, AlphaScreen, 2 h; further: on the % scale 0 is the no-effect control and ±100 the full control effect; nearly all actives have a fitted effect of over 75% in size
Target sequence (Q96KQ7 913-1193 limits assumed): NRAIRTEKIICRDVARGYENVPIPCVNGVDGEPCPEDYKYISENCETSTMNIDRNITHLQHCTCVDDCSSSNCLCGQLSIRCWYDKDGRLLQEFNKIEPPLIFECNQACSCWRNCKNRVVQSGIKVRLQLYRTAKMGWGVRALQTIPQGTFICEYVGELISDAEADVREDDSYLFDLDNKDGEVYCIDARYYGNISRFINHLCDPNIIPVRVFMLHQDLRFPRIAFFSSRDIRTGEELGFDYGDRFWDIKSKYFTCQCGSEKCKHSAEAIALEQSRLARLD
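G9a (20 nM) was preincubated 15 min with compound, then reacted 2 h at room temperature with 500 nM biotin-H3K9 peptide and 20 µM SAM. Monomethyl-H3K9 detected by AlphaScreen using anti-H3K9me1 antibody.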
Pol kappa inh: blocks human DNA polymerase kappa activity | purified Pol kappa, fluorescent DNA synthesis assay, 10 min | Potency, µM (series often up to 107 µM), for the others: top-dose activity, negative = inhibition, actives largely listed as inhibitors | 400,000 tested, 0.53% active | AID 588579; further: on the % scale 0 is the no-effect control and ±100 the full control effect
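Fluorescent qHTS in 1536-well format: enzyme (10 nM) and compound sat 15 min at room temperature before 50 nM substrate (final) was added. Signal taken at 0 and 10 min; no-enzyme buffer wells were negative controls.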
BLM inh: blocks DNA unwinding by human BLM helicase; recombinant BLM DNA unwinding, fluorescence dequenching; Potency, µM (doses to about 56.1 µM), inactives show at the highest dose activity change, negative = inhibition, usual class: inhibitors; 350,000 tested, 0.2% active;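 further: plate controls were vehicle for no effect and no enzyme for full effect; nearly all actives have a fitted effect of over 35% in size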
BAZ2B inh: blocks human BAZ2B; Potency, µM (series often up to 114 µM), for the others: at the top dose activity change, negative = inhibition, usual class: inhibitors; Q9UIF8; 360,000 tested, 4.4% active; AID 504333; AlphaScreen BAZ2B-H3K14Ac peptide displacement; further: on the % scale 0 is the no-effect control and ±100 the full control effect; nearly all actives have a fitted effect of over 60% in size
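Compounds, titrated to a top concentration of 110 uM, were incubated 30 min at room temperature with preformed BAZ2B/acetyl-K14 H3 peptide complex (50 nM each). Proximity signal was measured by AlphaScreen after 20 min with beads.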
POLH inh: DNA polymerase eta (human) inhibition; Q9Y253; recombinant Pol eta, fluorescent DNA replication assay; Potency, µM (highest dose often 114 µM), for the others: at the top dose activity change, negative = inhibition, most hits filed as inhibitors; 390,000 tested, 1.2% active; further: on the % scale 0 is the no-effect control and ±100 the full control effect
Target sequence (Q9Y253 whole entry, looked up): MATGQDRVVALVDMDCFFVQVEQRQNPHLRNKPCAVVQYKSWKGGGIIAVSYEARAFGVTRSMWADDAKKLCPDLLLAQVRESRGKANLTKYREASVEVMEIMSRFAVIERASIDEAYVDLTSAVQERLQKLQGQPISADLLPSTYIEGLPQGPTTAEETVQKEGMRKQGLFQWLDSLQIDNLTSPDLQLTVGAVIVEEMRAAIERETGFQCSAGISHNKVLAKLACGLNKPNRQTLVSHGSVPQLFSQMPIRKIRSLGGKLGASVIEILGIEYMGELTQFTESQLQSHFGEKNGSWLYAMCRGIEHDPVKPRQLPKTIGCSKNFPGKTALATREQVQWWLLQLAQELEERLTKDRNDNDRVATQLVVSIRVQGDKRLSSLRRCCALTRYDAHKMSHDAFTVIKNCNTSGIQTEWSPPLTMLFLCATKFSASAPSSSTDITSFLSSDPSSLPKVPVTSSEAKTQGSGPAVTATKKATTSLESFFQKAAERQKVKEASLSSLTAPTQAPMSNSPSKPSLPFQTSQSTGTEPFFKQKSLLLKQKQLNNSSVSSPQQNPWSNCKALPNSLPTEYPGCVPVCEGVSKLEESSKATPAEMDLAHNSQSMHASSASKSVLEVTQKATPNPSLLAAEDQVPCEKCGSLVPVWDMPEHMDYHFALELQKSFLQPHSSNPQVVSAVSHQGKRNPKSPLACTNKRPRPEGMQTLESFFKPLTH
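Fluorescent replication assay: 50 nM final substrate added after a 15 min room-temperature compound preincubation with 10 nM enzyme. Signal taken at 0 min and again at 10 min.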
* hit, by the source's call; ? = inconclusive; . = not tested or not shown; [ ] = remark or other dose. The call rests on the fitted dose curve; in most records, active means well fitted curve in the direction sought with a large enough effect; inconclusive means small, poorly fitted or top-dose-only effect, or another doubt; inactive means no such curve, though single readings can be large; an effect the other way counts as inactive or inconclusive. Potency means the concentration at half of the fitted maximal effect. An excerpt; the hit share may differ from the screen's.

[1] CC1CC(C)(C)N(C(=O)CN2C(=O)CCC2=O)c2ccccc21 (stereo unspecified)
[2] Fc1ccc(CNc2nc3c(-c4ccc(F)cc4)nnn3c3ccccc23)cc1
[3] CCN(CC)C(=O)C1CCCN(c2ccc([N+](=O)[O-])cc2)C1 (stereo unspecified)
[4] COc1ccc(-n2cnc3c(cnn3CCC#N)c2=N)cc1
[5] CCOC(=O)c1noc2ncnc(N3CCN(c4ccccc4OC)CC3)c12
[6] CCOc1cc2[nH]c(=O)n(CCC(=O)NCc3ccc(OC)cc3)c(=O)c2cc1OCC
assay / compound,1,2,3,4,5,6
BAZ2B inh,2%,5%,-13%,14%,-16%,-5%
BLM inh,-1%,-4%,3%,-14%,-2%,-1%
Apoferritin bind,-5%,30%,-20%,-8%,-13%,-9%
G9a block,3%,-3%[59 µM],.,-8%[59 µM],0%[59 µM],75%[activator][59 µM]
POLI inh,38%[activator],46%[activator],154%[activator],3%,-5%,16%
Pol beta inh,-12%,7%,4%,15%,1%,16%
APE1 inh,45%,.,6%,20%,.,-1%
POLH inh,0%,-14%,5%,-11%,-2%,8%
Pol kappa inh,-10%,2%,-5%,-3%,-4%,-21%

[7] C[C@H](CO)N1C[C@H](C)[C@@H](CN(C)C(=O)Nc2ccc(C(F)(F)F)cc2)Oc2ccc(NS(=O)(=O)c3cccs3)cc2C1=O
[8] COc1ccc(C)c2sc(=NC(=O)c3ccccc3)n(C)c12
[9] COC(=O)CS(=O)(=O)c1cc(Br)cc2c1N(C(C)=O)CC2
[10] COc1cc(C(=O)NCCC(C)C)ccc1OCc1ccc(Cl)cc1Cl
[11] CCc1ccc(C2CC(c3ccc(Cl)cc3)=NNC2=O)cc1 (stereo unspecified)
[12] CCOc1ccc2c(c1)C(=O)C(=O)N2CC1COc2ccccc2O1 (stereo unspecified)
assay / compound,7,8,9,10,11,12
BAZ2B inh,.,-1%,-6%,2%,4%,?
BLM inh,.,-2%,0%,-8%,-5%,0%
Apoferritin bind,.,1%,-10%,?,?,7%
G9a block,.,-1%[59 µM],-4%,-7%[59 µM],?,?
POLI inh,3%,-28%,4%,8%,18%,23%
Pol beta inh,.,-19%,?,13%,1%,27%
APE1 inh,-17%,-2%,0%,-6%,?,-20%
POLH inh,-11%,3%,-8%,-24%,-26%,?
Pol kappa inh,0%,-1%,-22%,-14%,-13%,-1%[60.1 µM]

[13] c1cncc(-c2cccnc2)c1
[14] CCc1ccc(-c2nc(-c3cc4ccccc4oc3=O)sc2C)cc1
[15] Cc1ccc(NC(=O)COC(=O)c2nn(-c3ccc(Cl)cc3)cc2O)cc1
[16] CCc1cccc(OCC(=O)Nc2ccc(C(=O)O)cc2NC(=O)COc2cccc(CC)c2)c1
[17] Cc1ccc(CNC(=O)C2CCC(=O)N(CCc3ccc(Cl)cc3)C2)cc1 (stereo unspecified)
[18] COc1ccc(NC(=O)Cn2cc(S(=O)(=O)Cc3ccccc3)c3ccccc32)c(OC)c1
assay / compound,13,14,15,16,17,18
BAZ2B inh,40µM*,39%[activator],.,?,-2%,-10%
BLM inh,1%,3%,.,-9%,-7%,-25%
Apoferritin bind,-4%,57%[activator],.,-16%,-4%,-17%
G9a block,.,65%[activator][59 µM],.,5%[12.7 µM],.,?
POLI inh,11%,26%,28%,15%,7%,154%[activator]
Pol beta inh,38%,0%,.,?,-1%,?
APE1 inh,24%,.,-12%,0%,0%,-6%
POLH inh,-23%,-13%,-4%,-12%,-4%,-23%
Pol kappa inh,-12%,0%[60.1 µM],-11%,-10%,-4%,-17%

[19] O=c1[nH]c(Nc2ccccc2)cc2ccccc12
[20] C[C@H](CO)N1C[C@H](C)[C@@H](CN(C)C(=O)Nc2ccc(C(F)(F)F)cc2)Oc2c(NC(=O)C3CCCCC3)cccc2C1=O
[21] COc1ccc(N(CC(=O)Nc2cccc(C(C)=O)c2)S(C)(=O)=O)cc1OC
[22] CCC(=O)Nc1ccc(/C(C)=N/NC(=O)c2c(-c3ccccc3Cl)noc2C)cc1
[23] Cc1cccc(N2CCN(c3nc4ccccc4c4nnc(C)n34)CC2)c1C
[24] C=CCN1C=C2C(=O)C(C)(OC(=O)CCC(=O)OC)C(=O)C=C2C=C1C1CC1 (stereo unspecified)
assay / compound,19,20,21,22,23,24
BAZ2B inh,-6%,.,.,-7%,0%,-15%
BLM inh,3%,.,0%,1%,-3%,-12%[12.4 µM]
Apoferritin bind,-10%,.,-11%,-6%,0%,-5%
G9a block,25%[0.501 µM],.,0%[59 µM],25%[59 µM],-4%[59 µM],10%[12.7 µM]
POLI inh,11µM*,10%,1%,-14%,20%,85%[activator]
Pol beta inh,6%,.,10%,11%,3%,-15%
APE1 inh,?,0%,-2%,11%,.,8%[12.4 µM]
POLH inh,?,-21%,-13%,-10%,-24%,-4%
Pol kappa inh,-26%,-17%,1%,-11%,19%,-5%

[25] COc1ccccc1NS(=O)(=O)c1cc(NC(=O)C(C)NC(N)=O)ccc1N1CCCC1 (stereo unspecified)
[26] CC(C)C(=O)Nc1cccc(C(=O)Nc2cc([N+](=O)[O-])ccc2Cl)c1
[27] CCOc1cc(N2CCOCC2)c(OCC)cc1NC(=O)CN1C(=O)NC(Cc2ccccc2)C1=O (stereo unspecified)
[28] c1ccc(-c2csc(-c3cccnc3)n2)cc1
[29] O=S(=O)(Cc1ccc(Cl)cc1)Nc1ccc(Cl)cn1
[30] CCO[C@H]1OC(C(=O)N2CCN(C)CC2)=C[C@@H](c2ccc(C(F)(F)F)cc2)[C@@H]1CCCO
assay / compound,25,26,27,28,29,30
BAZ2B inh,-3%,-29%,2%,13%,-7%,0%
BLM inh,.,-4%,-2%,-2%,-4%,-2%
Apoferritin bind,.,?,5%,-20%,-8%,-5%
G9a block,?,-15%,?,56%[activator],?,12%[59 µM]
POLI inh,?,8%,4%,34%[activator],27%,12%
Pol beta inh,.,-2%,12%,0%,-6%,27%
APE1 inh,-2%,-4%,7%,-8%,8%,-2%
POLH inh,0%,5%,-8%,-15%,-14%,-7%
Pol kappa inh,-8%,-2%,3%,-5%,2%,7%

Part of the list above in a different format:
#	Compound	BAZ2B inh	BLM inh	Apoferritin bind	G9a block	POLI inh	Pol beta inh	APE1 inh	POLH inh	Pol kappa inh
1	CC1CC(C)(C)N(C(=O)CN2C(=O)CCC2=O)c2ccccc21 (stereo unspecified)	2%	-1%	-5%	3%	38%[activator]	-12%	45%	0%	-10%
2	Fc1ccc(CNc2nc3c(-c4ccc(F)cc4)nnn3c3ccccc23)cc1	5%	-4%	30%	-3%[59 µM]	46%[activator]	7%	.	-14%	2%
3	CCN(CC)C(=O)C1CCCN(c2ccc([N+](=O)[O-])cc2)C1 (stereo unspecified)	-13%	3%	-20%	.	154%[activator]	4%	6%	5%	-5%
4	COc1ccc(-n2cnc3c(cnn3CCC#N)c2=N)cc1	14%	-14%	-8%	-8%[59 µM]	3%	15%	20%	-11%	-3%
5	CCOC(=O)c1noc2ncnc(N3CCN(c4ccccc4OC)CC3)c12	-16%	-2%	-13%	0%[59 µM]	-5%	1%	.	-2%	-4%
6	CCOc1cc2[nH]c(=O)n(CCC(=O)NCc3ccc(OC)cc3)c(=O)c2cc1OCC	-5%	-1%	-9%	75%[activator][59 µM]	16%	16%	-1%	8%	-21%

(further entries)
[31] COc1cc(NS(=O)(=O)c2ccc(NC(=O)COc3ccc(C)cc3C)cc2)nc(OC)n1
[32] COc1ccccc1N1CCN(C(=O)C2CCN(S(=O)(=O)Cc3ccccc3)CC2)CC1
[33] CC(C)C1C(=O)CC(c2ccccc2)NC1c1ccccc1 (stereo unspecified)
[34] COc1ccc(CN2CCC(C(=O)NCCc3ccc(OC)c(OC)c3)CC2)c(OC)c1
[35] C#CCNC(=O)C1=C[C@@H](c2cn(C(C)=O)c3ccccc23)C[C@@H](OCCCCO)O1
[36] CCCc1nnc(SCC(=O)NC2CC2)n1C
assay / compound,31,32,33,34,35,36
BAZ2B inh,0%,20%,24%,2%,?,4%
BLM inh,-1%,3%,-3%,-1%,-4%,-1%
Apoferritin bind,-11%,237%[activator],-8%,-3%,-9%,-5%
G9a block,-32%,-7%[59 µM],.,-1%,?,20%
POLI inh,15%,27%,30%,5%,68%[activator],3%
Pol beta inh,28%,-22%,-2%,2%,-2%,12%
APE1 inh,0%,.,-10%,8%,-3%,38%
POLH inh,1%,-19%,-25%,-4%,-16%,-7%
Pol kappa inh,-11%,-7%,-9%,3%,-23%,-15%

[37] Cc1ccccc1OCC(=O)NNC(=O)C1CC(=O)N(c2ccc3c(c2)OCCO3)C1 (stereo unspecified)
[38] CC(C)(C)c1ccc(NC(=O)Nc2ccc(OCC(=O)N3CCOCC3)cc2)cc1
[39] COc1ccccc1-c1cc(C(=O)NC2CCCC2)no1
[40] O=C(CNc1cccc(S(=O)(=O)N2CCCCCC2)c1)Nc1cccc([N+](=O)[O-])c1
[41] CCn1c(Cc2ccccc2)n[nH]c1=S
[42] CCN(Cc1ccccc1)S(=O)(=O)c1ccc2c(c1)NC(=O)CS2
[43] CCCCN(C(=O)C(C)Oc1ccc(Br)cc1)c1c(N)n(Cc2ccccc2)c(=O)[nH]c1=O (stereo unspecified)
[44] Cc1cccc(N2CCN(C(c3ccccc3)c3nnnn3CC3CCCO3)CC2)c1C (stereo unspecified)
[45] CCOc1ccc2c(c1)-c1c(ssc1=S)C(C)(C)N2
assay / compound,37,38,39,40,41,42,43,44,45
BAZ2B inh,7%,3%,14%,-34%,-18%,0%,-13%,-8%,10µM*
BLM inh,.,-5%,-4%,.,-3%,-5%,-3%,-10%,-14%
Apoferritin bind,.,?,-7%,.,-12%,-16%,-7%,2%,?
G9a block,-8%[59 µM],2%,-6%[59 µM],-8%[2.33 µM],?,35%,21%,-45%,10µM*
POLI inh,13%,62%[activator],41%[activator],-3%,55%[activator],7%,-1%,-14%,15%
Pol beta inh,.,6%,8%,.,1%,-3%,15%,-5%,11%
APE1 inh,2%,-5%,9%[12.4 µM],3%,-3%,40%,37%[activator],9%,12%
POLH inh,0%,-27%,-8%,-23%,-20%,-10%,-21%,-19%,-5%
Pol kappa inh,-14%,-17%,-9%,-1%,-7%,-5%,-4%,-11%,-11%
